TAAR1 ag: human TAAR1 agonism; CHO RD-HGA16 TAAR1, Fluo-8 calcium fluorescence; vehicle wells 0%, saturating PEA agonist 100%; AID 624467; 360,000 tested, 0.99% active; activation, % at 3 µM;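 active = activation above the mean activation of all test compounds in the run plus 3 SD, cut at about 38% in these data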
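Repeats: no replicates (n 1) | Material: CHO-derived RD-HGA16 cells with stable Gα16 and human TAAR1 | Technique: Kinetic Fluo-8 calcium fluorescence | Schedule: 17-24 h seeding, 75 min 37 °C dye, 30 min RT | Evaluation: % activation from peak over basal fluorescence ratio, DMSO-to-PEA scaled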
CHRM5 antagonist: CHRM5 antagonism in calcium assay; inhibition, % at 3 µM; CHO-hM5 cells, Fluo-8 calcium fluorescence, ACh EC80; P08912; 360,000 tested, 0.59% active;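 active = inhibition above a per-plate cutoff, the mean of that plate's test compounds plus 3 SD, cut at about 27% in these data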;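 note: 0% = acetylcholine EC80 with DMSO and 100% = DMSO without agonist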
Target sequence (P08912 whole entry, looked up): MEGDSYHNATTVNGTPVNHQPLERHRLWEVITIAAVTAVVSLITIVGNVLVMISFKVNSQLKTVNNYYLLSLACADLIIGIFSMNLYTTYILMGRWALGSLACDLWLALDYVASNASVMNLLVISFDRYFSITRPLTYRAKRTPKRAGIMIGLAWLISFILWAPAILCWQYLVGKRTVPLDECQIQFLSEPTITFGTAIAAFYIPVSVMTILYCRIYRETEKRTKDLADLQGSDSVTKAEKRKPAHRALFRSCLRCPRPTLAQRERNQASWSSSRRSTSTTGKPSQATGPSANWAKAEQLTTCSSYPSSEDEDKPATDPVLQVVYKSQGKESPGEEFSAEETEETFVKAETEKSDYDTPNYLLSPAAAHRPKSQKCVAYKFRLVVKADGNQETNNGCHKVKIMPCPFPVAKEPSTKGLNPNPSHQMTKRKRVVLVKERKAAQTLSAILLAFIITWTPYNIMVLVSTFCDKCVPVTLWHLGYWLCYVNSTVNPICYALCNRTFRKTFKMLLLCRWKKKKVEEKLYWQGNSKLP
CHRM1 agonist: activates human CHRM1 receptor; activation, % at 3 µM; P11229; CHO-K1 hM1, Fluo-8 calcium fluorescence, agonist mode; 0% DMSO, 100% acetylcholine EC100; 360,000 tested, 0.33% active;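 active = activation above the run's mean compound activation plus 3 SD, cut at about 16% in these data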;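 note: peak over basal fluorescence ratio within a 140 s kinetic read after compound addition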
M4 ag: CHRM4 agonism in calcium assay. activation, % at 3 µM. 360,000 tested, 0.14% active. P08173. CHO-K1 hM4/Gqi5, Fluo-8 calcium fluorescence; vehicle 0%, full acetylcholine response 100%;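 active = activation above the run mean over all test wells plus 3 SD, cut at about 32% in these data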;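 note: peak over basal fluorescence ratio per well then scaled between controls; 0% = DMSO wells and 100% = acetylcholine at EC100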
Target sequence (P08173 whole entry, looked up): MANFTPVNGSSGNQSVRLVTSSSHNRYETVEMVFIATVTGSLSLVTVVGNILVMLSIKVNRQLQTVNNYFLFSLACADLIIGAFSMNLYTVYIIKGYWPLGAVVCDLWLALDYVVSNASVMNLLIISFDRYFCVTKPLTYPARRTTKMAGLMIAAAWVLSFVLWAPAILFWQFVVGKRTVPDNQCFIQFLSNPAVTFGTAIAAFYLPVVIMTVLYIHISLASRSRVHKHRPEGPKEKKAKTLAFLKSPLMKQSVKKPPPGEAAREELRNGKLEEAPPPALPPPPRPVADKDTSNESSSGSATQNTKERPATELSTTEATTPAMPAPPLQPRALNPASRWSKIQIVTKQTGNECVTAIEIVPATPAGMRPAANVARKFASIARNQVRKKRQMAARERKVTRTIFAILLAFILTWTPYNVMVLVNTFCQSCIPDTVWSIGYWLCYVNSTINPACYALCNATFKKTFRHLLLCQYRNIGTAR
M5 PAM: CHRM5 positive allosteric modulation; CHO-K1 hM5, Fluo-8 calcium, ACh EC20 PAM; 0% = ACh EC20, 100% = ACh EC100; 360,000 tested, 0.3% active; P08912; activation, % at 3 µM;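 active = activation above the run cutoff, the mean activation of all test compounds plus 3 SD, cut at about 18% in these data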
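Probe or stimulus: acetylcholine, EC20 level; Assay system: human M5 receptor in CHO-K1 cells; Schedule: compound preincubation 140 s before EC20 acetylcholine addition; Technique: intracellular calcium via Fluo-8 fluorescence; Dosing: single-point, 3 µM nominal; Read-out basis: percent activation from peak-over-basal fluorescence ratio, scaled EC20-to-EC100 acetylcholine; Repeats: one well per compound, no replicates.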
CHRM5 agonist: agonists of human muscarinic M5 receptor (CHRM5); P08912; activation, % at 3 µM; CHO-K1 hM5 cells, Fluo-8 calcium fluorescence; 0% DMSO wells, 100% maximal acetylcholine response; 360,000 tested, 0.19% active;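 active = activation above the run's mean over test compounds plus 3 SD, cut at about 23% in these data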;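 note: signal is peak over basal fluorescence ratio across the kinetic read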
M1 antag: human CHRM1 antagonism | CHO-K1 hM1, Fluo-8 calcium fluorescence, ACh EC80 antagonist | 360,000 tested, 1.3% active | AID 588852 | P11229 | inhibition, % at 3 µM;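 active = percent inhibition above its own plate's cutoff, namely the mean of that plate's compound wells plus 3 SD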;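 note: peak over basal fluorescence ratio during 140 s after agonist addition; 0% = ACh EC80 plus DMSO and 100% = DMSO alone without agonist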
M4 antag: blocks acetylcholine activation of human M4 receptor | P08173 | CHO-hM4 cells, ACh EC80, Fluo-8 calcium fluorescence | inhibition, % at 3 µM | 360,000 tested, 0.73% active | AID 624125;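 active = inhibition above its plate's cutoff, the mean inhibition of sample wells plus 3 SD, cut at about 27% in these data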;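 note: 0% = acetylcholine EC80 with DMSO and 100% = DMSO without agonist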
M1 PAM: potentiates human M1 receptor response to acetylcholine. P11229. CHO-K1 hM1, Fluo-8 calcium fluorescence, ACh EC20; 0% = ACh EC20, 100% = maximal ACh. activation, % at 3 µM. 360,000 tested, 0.088% active; in the data active = activation above about 19%, passing the limit was not always enough
The depositor's hits bear a star; / = no result given. These rows are one share of the data, so the mix of outcomes need not match the whole.

SMILES | TAAR1 ag | CHRM5 antagonist | CHRM1 agonist | M4 ag | M5 PAM | CHRM5 agonist | M1 antag | M4 antag | M1 PAM
CC(=O)Nc1ccc(NC(=O)C(C)OC(=O)CNS(=O)(=O)/C=C/c2ccc(C)cc2)cc1 (stereo unspecified) | 0 | 2 | -3 | 0 | 5 | 2 | -12 | -2 | 11
COC(=O)COc1cccc2c(=O)n(CC(=O)N3CCC(C)CC3)ccc12 | 9 | 2 | -3 | 0 | 4 | 1 | -9 | -6 | 5
CCCCN(C(=O)c1cccc(N2C(=O)c3ccccc3C2=O)c1)c1c(N)n(CC(C)C)c(=O)[nH]c1=O | 1 | 0 | -3 | 0 | 5 | 0 | -10 | 3 | 10
Cc1ccc(S(=O)(=O)NCc2ccccc2)cc1C(=O)NCCc1ccc(S(N)(=O)=O)cc1 | 0 | 4 | -4 | 1 | -6 | 0 | -6 | -9 | 8
COc1cccc(CN2CCN(Cc3ccco3)CC2)c1 | -1 | 8 | -8 | 0 | -5 | -4 | 0 | 1 | 1
Cc1ccccc1NC(=O)NCCCN1CCN(C2CCCCC2)CC1 | 2 | -5 | -2 | 0 | 1 | -8 | -10 | -1 | -4
CC(C)c1ccccc1OCCCN1CCCC1 | 2 | 19 | -10 | 1 | -22 | -24 | 42* | 21 | -26
Cc1ccc(NC(=O)/C(C#N)=C/c2cc(C)n(-c3ccc(N4CCOCC4)c([N+](=O)[O-])c3)c2C)c(C)c1 | 7 | -3 | 2 | 1 | -4 | 1 | 4 | 4 | 3
CCCCNC(=O)CCSc1nc2nc(C)cc(C)n2n1 | / | -1 | -7 | 0 | 2 | -1 | 13 | 0 | -5
O=C1c2ccccc2C(=O)N1CCSc1nncs1 | 16 | -3 | -1 | 3 | 2 | 2 | -27 | -4 | 6
N/C(CS(=O)(=O)c1ccccn1)=N\OC(=O)c1ccccc1Cl | 2 | 4 | 1 | 1 | 0 | 0 | -10 | 7 | 20
N#Cc1c(NCc2ccccc2)ccnc1Cl | 7 | 4 | -1 | 9 | -4 | -5 | 15 | 5 | -6
CC(C)OC(=O)/C(C#N)=C/c1cn(Cc2ccccc2)c2ccccc12 | 2 | -12 | -5 | 0 | -3 | 0 | 0 | -4 | 0
CC(O)(c1ccccc1)C(c1ccccc1)C1CCCCN1 (stereo unspecified) | -3 | 6 | -7 | 0 | 5 | -12 | 0 | -4 | 0
COc1ccc(-n2c(SCC(=O)Nc3ccc(C(=O)O)cc3)nnc2-c2cccs2)cc1 | 0 | 1 | -3 | 1 | 2 | 0 | 8 | 4 | 0
CN(C)c1ccc(S(=O)(=O)N2CCCCC2)cc1NC(=O)CN1C(=O)NC2(CCCC2)C1=O | 0 | -1 | -1 | 1 | -9 | 3 | -11 | -1 | -1
CCOC(=O)N1CCC(NC(=O)CN2C(=O)CSc3ncccc32)CC1 | 1 | -3 | -6 | 1 | 0 | 2 | -4 | -9 | 4
O=C(NCc1ccco1)C1CCCN(S(=O)(=O)c2cccc3cccnc23)C1 (stereo unspecified) | 1 | 4 | 1 | 3 | -4 | 1 | 8 | 5 | -9
Cc1ccc(/C=N/NC(=O)Cc2cccs2)o1 | 3 | 7 | -3 | 0 | -6 | -2 | 0 | 9 | 0
Cc1cccc(-c2nc(S(=O)(=O)c3ccccc3)c(N3CCOCC3)o2)c1 | 3 | -20 | -1 | 2 | 9 | 1 | -9 | 2 | 3
O=C(c1ccccc1)N1CCCCCC1 | 1 | -2 | -10 | 0 | 2 | -5 | -2 | -7 | 4
CCOC(=O)c1c(C(C)(C)C)oc2ccc(O)cc12 | / | -1 | -4 | -2 | -8 | -3 | 3 | -5 | 8
COc1ccccc1/C=C(/C(=O)OCC(=O)Nc1ccc(N(C)C)cc1)c1ccccc1 | -4 | -8 | -10 | -2 | 4 | -4 | 1 | -3 | 4
C[C@H](NC(=O)c1nc[nH]c1C(=O)NCC(=O)OC(C)(C)C)C(=O)OCc1ccccc1 | 17 | 18 | -3 | 20 | -25 | 2 | 25 | 18 | -10
O=[N+]([O-])c1ccc(/C=[N+](\[O-])CCO)o1 | 0 | 7 | -5 | -1 | -4 | -1 | -10 | -1 | 8
Cc1cccc(NC(=O)c2ccc3[nH]c(=O)c(=O)[nH]c3c2)n1 | 1 | -5 | -1 | 1 | 10 | -1 | -28 | -2 | 17
c1ccc(C2=NC(c3ccccc3)CC2)cc1 (stereo unspecified) | 1 | 7 | -4 | -1 | 5 | 3 | -16 | -8 | 8
COC(=O)[C@@]1(Sc2ccc(C)cc2)CC(=O)N(c2cccc(SC)c2)[C@@H]1c1ccccc1 | 4 | 3 | / | 12 | -17 | 0 | / | 6 | /
Cc1ccccc1OCC(=O)NCCc1nc2ccccc2[nH]1 | 4 | 7 | -4 | 2 | -5 | 1 | 6 | 10 | -3
Cc1ccc(S(=O)(=O)N2CCCOC2CNC(=O)C(=O)NCCCn2ccnc2)cc1 (stereo unspecified) | 1 | 0 | -15 | 0 | -1 | -2 | -13 | 5 | 10
CCOC(=O)c1cnc2c(C)c(Cl)ccc2c1N1CCOCC1 | -1 | -6 | -1 | 0 | -7 | -1 | -6 | -23 | 9
CC1CCc2cc(F)ccc2N1C(=O)CSc1nnc2c3cc(F)ccc3n(C)c2n1 (stereo unspecified) | 1 | 0 | -6 | 0 | -5 | -2 | -2 | 4 | 6
CC(C)n1cc(/C=C2/NC(=O)NC2=O)c2ccccc21 | 1 | -3 | -11 | 1 | -5 | -8 | -2 | 0 | 3
CC1CCCCN1CCNC(=O)C1CCN(S(=O)(=O)N2CCCCC2)CC1 (stereo unspecified) | 12 | -3 | -12 | 0 | 2 | -2 | 2 | 4 | -2
Cc1ccc(CCNC(=O)CNS(=O)(=O)c2ccc3nc(C)sc3c2)cc1 | 1 | -12 | 1 | 6 | 0 | 3 | -8 | -2 | 9
COc1ccccc1C(=O)N/C(=C\c1ccccc1)C(=O)NC(Cc1ccccc1)C(=O)O (stereo unspecified) | 4 | 19 | -3 | -1 | -7 | -1 | -6 | -1 | 3

Two entries drawn at random from the list so far:
SMILES | TAAR1 ag | CHRM5 antagonist | CHRM1 agonist | M4 ag | M5 PAM | CHRM5 agonist | M1 antag | M4 antag | M1 PAM
O=[N+]([O-])c1ccc(/C=[N+](\[O-])CCO)o1 | 0 | 7 | -5 | -1 | -4 | -1 | -10 | -1 | 8
Cc1ccc(CCNC(=O)CNS(=O)(=O)c2ccc3nc(C)sc3c2)cc1 | 1 | -12 | 1 | 6 | 0 | 3 | -8 | -2 | 9

(more compounds)
SMILES | TAAR1 ag | CHRM5 antagonist | CHRM1 agonist | M4 ag | M5 PAM | CHRM5 agonist | M1 antag | M4 antag | M1 PAM
CC(C)C[C@H](NC(=O)c1nc[nH]c1C(=O)N1CCc2ccccc2C1)C(=O)OC(C)(C)C | 5 | 1 | -8 | -1 | 6 | -6 | -16 | -21 | 5
Clc1ccc(CNC23CN4CN(CN(C4)C2)C3)c(Cl)c1 | 9 | -10 | -8 | 0 | 3 | -1 | 3 | 10 | 0
O=C(C1CCC(N2C(=O)C3CC=CCC3C2=O)CC1)N1CCCCC1 (stereo unspecified) | -1 | -1 | -3 | 2 | -1 | 3 | -1 | 1 | 3
COc1cc(OC)c(N(C)S(=O)(=O)c2cccc(C(=O)Nc3nc(C)cs3)c2)cc1Cl | 8 | 4 | -2 | 10 | -11 | -2 | 0 | 1 | 0
Cc1cc(C)n(C(=O)/C(C#N)=N/Nc2cc(Cl)cc(Cl)c2)n1 | / | 8 | -3 | 12 | -10 | 2 | 10 | 13 | -10
O=C1CC(N2CCN(C/C=C/c3ccccc3)CC2)C(=O)N1Cc1ccc(N2CCCC2=O)cc1 (stereo unspecified) | 8 | 2 | 1 | 0 | -6 | -1 | 1 | 1 | -5
Cc1ccccc1S(=O)(=O)c1c(C)cc(-c2ccccc2)[nH]c1=O | 3 | -8 | -4 | 2 | 3 | 0 | -19 | -9 | 8
Cc1[nH]c2ccc(C(=O)OC(C)C(=O)N(C)c3ccccc3)cc2c1C (stereo unspecified) | / | 9 | -4 | 4 | -14 | -4 | 0 | -14 | 1
CCOc1ccccc1NC(=O)CSc1ccc2nnc(-c3cccnc3)n2n1 | 5 | 11 | -6 | 1 | 12 | 2 | -9 | 7 | 6
O=C(O)CCCC(=O)Nc1ccccc1Br | 2 | 3 | 0 | 1 | 5 | 1 | -6 | -1 | -3
O=C(CCCc1ccccc1)Nc1ccnn1C1CCN(Cc2ccc(CO)o2)CC1 | 1 | 10 | -2 | 0 | 1 | -6 | -16 | -8 | 15
CC(=O)c1sc(N/N=C\c2ccc(C)cc2)nc1C | 1 | 2 | -7 | -1 | -3 | -7 | 4 | 2 | -5

Entries listed above printed as active in M1 antag:
SMILES	CHRM5 antagonist	CHRM1 agonist	M4 ag	M5 PAM	CHRM5 agonist	M1 antag	M4 antag	M1 PAM
CC(C)c1ccccc1OCCCN1CCCC1	19	-10	1	-22	-24	42*	21	-26

Remaining list, next part
SMILES | TAAR1 ag | CHRM5 antagonist | CHRM1 agonist | M4 ag | M5 PAM | CHRM5 agonist | M1 antag | M4 antag | M1 PAM
O=C(N/N=C\C=C\c1ccc2c(c1)OCO2)c1cccnc1 | 3 | -1 | -3 | 6 | -6 | 0 | -3 | -14 | 7
CCOc1ccc(NC(=O)CCN2C(=O)C3CCCCC3C2=O)cc1OCC (stereo unspecified) | 1 | 6 | -3 | 1 | 5 | -1 | -11 | -2 | 7
COc1ccc(CC(=O)OCC(=O)NCc2ccccc2Cl)cc1 | 1 | -10 | -1 | 1 | 8 | 0 | -18 | -9 | 22
COCCn1c(=O)[nH]c(=O)c2c1nc(-c1ccc(-c3ccc(Cl)cc3[N+](=O)[O-])o1)n2Cc1ccccc1 | 11 | 9 | 1 | 8 | -4 | -1 | 10 | 4 | 7
COCCNC(=O)c1sc2ncn(CC(=O)Nc3ccc(C)c(Cl)c3)c(=O)c2c1C | 3 | -11 | -3 | 3 | 12 | 2 | -8 | -5 | 6
CCCc1cc(=O)[nH]c(SCC(=O)c2cc(C)n(C)c2C)n1 | 1 | -13 | -3 | -1 | 4 | -1 | -1 | -4 | 3
COc1ccccc1N1CCN(C(=O)c2ccc(N3CCCC3=O)cc2)CC1 | 3 | 2 | -3 | 4 | -5 | 3 | 6 | 2 | 3
COc1cc(/C=C(/NC(=O)c2ccccc2)C(=O)Nc2cccc(O)c2)c([N+](=O)[O-])cc1OC | 2 | -5 | -6 | 1 | -2 | 0 | -2 | -11 | 4
CCCCn1c(N)c(N(CC(C)C)C(=O)c2ccc(Br)s2)c(=O)[nH]c1=O | 3 | -2 | -2 | 0 | 1 | -3 | -9 | -9 | 5
CCNc1nc(NCC)n2c(SCC(=O)c3ccc(C(C)C)cc3)nnc2n1 | 6 | -12 | -4 | 0 | 1 | 1 | 0 | 8 | -3
CC1Cc2nc(SCC(=O)N3CCCc4ccccc43)n(C)c(=O)c2S1 (stereo unspecified) | -1 | 12 | -2 | 18 | -16 | 5 | 21 | 5 | -14
O=C(c1ccco1)N1CCN(C(=O)c2ccc(COc3ccc(F)cc3)o2)CC1 | 4 | 6 | 0 | 2 | -7 | 1 | -7 | 0 | 5
COc1ccc(N2CCN(C(=O)C3CCN(S(=O)(=O)c4c(C)noc4/C=C/N(C)C)CC3)CC2)cc1 | -1 | -6 | -5 | 0 | 5 | -2 | -11 | -1 | 1
